Pf growth 48h – P. falciparum growth inhibition at 48 hours (one generation); P. falciparum luciferase growth in erythrocytes, 48 h; Potency, µM (doses to about 28.7 µM), for inactives: at the highest dose activity change, negative = inhibition, hits mostly inhibitors; actives 5.9% (n = 310,000); further: potency means the concentration at half of the fitted maximal effect; on the % scale 0 is the no-effect control and ±100 the full control effect
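Firefly luciferase activity from engineered P. falciparum reports growth; inhibitors lower the luminescent signal. Cultures contained 2% hematocrit erythrocytes at 0.1% final parasitemia.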
Shiga toxin inh – inhibitors of Shiga toxin in Vero cells. actives 9.2% (n = 290,000). AID 2315. Vero cells, Shiga toxin protein synthesis inhibition reporter. inhibition, % at 38.7 µM; in the data active means inhibition mostly above about 28%, no sharp cut-off; inactive means mostly below about 43%; further: 0% is about no effect
CHX counter – counter-screen hit for Shiga toxin inhibitors, cycloheximide; cell reporter, cycloheximide protein synthesis inhibition counterscreen; actives 12% (n = 300,000); max response, %; in the data active means max response mostly above about 13%, no sharp cut-off; inactive means mostly below about 14%; further: read at 38.3 µM for the half of the compounds with a filed dose; 0% is about no effect
Pf growth 96h – P. falciparum growth inhibition at 96 hours; P. falciparum luciferase reporter growth, 96 h; Potency, µM (highest dose often 28.7 µM), inactives show at the top dose activity change, negative = inhibition, hits mostly inhibitors; actives 6.9% (n = 320,000); AID 504834; further: potency means the concentration at half of the fitted maximal effect; on the % scale 0 is the no-effect control and ±100 the full control effect
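Two parasite generations (96 h, 37 C, 5% CO2) of compound exposure in infected erythrocytes (0.05% parasitemia, 2% hematocrit). Luciferase-reporter P. falciparum; decreased luminescence indicates inhibited growth, aimed at apicoplast-acting delayed death.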
FBPA Giardia inh – Giardia lamblia aldolase inhibition | actives 0.71% (n = 290,000) | purified Giardia FBPA | AID 2451 | Potency, µM (doses to about 59.6 µM), for the others: top-dose activity, negative = inhibition, usual class: inhibitors; further: potency means the concentration at half of the fitted maximal effect; on the % scale 0 is the no-effect control and ±100 the full control effect; nearly all actives have a fitted effect of over 55% in size
Target sequence (A8B2U2 whole entry, looked up): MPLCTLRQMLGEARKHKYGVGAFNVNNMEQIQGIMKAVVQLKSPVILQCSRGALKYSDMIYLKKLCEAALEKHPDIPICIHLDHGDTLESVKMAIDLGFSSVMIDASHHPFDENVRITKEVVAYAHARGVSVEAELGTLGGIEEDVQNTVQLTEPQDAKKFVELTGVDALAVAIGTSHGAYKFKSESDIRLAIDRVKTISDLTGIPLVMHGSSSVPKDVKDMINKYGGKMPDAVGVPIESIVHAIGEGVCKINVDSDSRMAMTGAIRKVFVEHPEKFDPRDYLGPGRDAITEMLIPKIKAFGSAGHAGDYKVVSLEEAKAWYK
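40 nM FBPA preincubated 10 min at RT with compound (up to 57.5 uM final), then substrate plus GAPDH/TPI/NAD/arsenate coupling and diaphorase/resazurin added. Fluorescence read after 20 min at RT, 525/598 nm.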
Sm TGR inh – inhibitors of Schistosoma mansoni thioredoxin glutathione reductase; actives 3% (n = 360,000); AID 485364; Q962Y6; purified TGR, DTNB reduction, TNB absorbance 405 nm; Potency, µM (highest dose often 114 µM), without a hit: at the top dose activity change, negative = inhibition, hits mostly inhibitors; further: potency means the concentration at half of the fitted maximal effect; on the % scale 0 is the no-effect control and ±100 the full control effect; nearly all actives have a fitted effect of over 60% in size
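First, TGR (20 nM dispensed) and NADPH were mixed with compound. Second, a 15 min room-temperature incubation followed. Third, further NADPH and then DTNB were added to start the reaction. Finally, TNB absorbance was monitored kinetically.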
The depositor's hits bear a star; ? = inconclusive; / = no result given; & = joins results of further samples; [ ] = another dose, or the depositor's remark. Unless noted, the call rests on the fitted dose curve; in most records, active means well fitted curve in the direction sought with a large enough effect; inconclusive means small, poorly fitted or top-dose-only effect, or another doubt; inactive means no such curve, though single readings can be large; an effect the other way counts as inactive or inconclusive.

compound | Pf growth 48h | Shiga toxin inh | CHX counter | Pf growth 96h | FBPA Giardia inh | Sm TGR inh
CC(C)OCCCNC(=O)C(C)Oc1ccccc1 (stereo unspecified) | / | -10.0 | -2.7 | 19.8% | 4.0% | 5.5%
N#C/C(=C\c1ccccc1)c1ccccn1 | 47.7%[activator] | 91.2* | 31.3* | 60.4%[activator] | 2.5% | -6.5%
CC(C)(Oc1ccc(Cl)cc1)C(=O)OCn1nnc2ccccc2c1=O | 0.2% | 6.1 | 4.3 | -8.6% | -2.1% | 0.0%
c1ccc(CN2CCN(c3nc4ccccc4c4ccccc34)CC2)cc1 | / | -11.5 | 1.7 | / | -0.4% | 6.2%
O=C(NCCc1ccccc1)C1CC1 | / | 8.8 | 13.0 | 24.6% | 0.6% | -1.7%
O=C(Cn1nc(-c2ccccc2)c2ccccc2c1=O)Nc1cccnc1 | -14.8% | -26.3 | -3.9 | / | 8.2% | -2.3%
COc1cccc(-n2c(SCC(=O)NCC3CCCO3)nc3c(c2=O)SCC3)c1 (stereo unspecified) | -0.2% | -1.3 | -3.4 | 9.7% | / | 1.3%
CCOC(=O)CSc1nc(C2CC2)cc(-c2ccc(F)cc2)c1C#N | ? | -16.8 | -2.9 | ? | -0.3% | ?
CCN(C(=O)c1cccs1)C1CCS(=O)(=O)C1 (stereo unspecified) | -9.4% | / | / | 11.9% | / | -0.8%
O=C1c2ccccc2CN1c1ccccc1 | 95.9%[activator] | 54.0* | 37.9* | 4.15µM* | -0.1% | 2.4%
CCOC(=O)C1(Cc2ccc(O)cc2)NC(c2ccccc2F)C2C(=O)N(C)C(=O)C21 (stereo unspecified) | -6.8% | -2.8 | -2.5 | 122.4%[activator] | -3.8% | 3.0%
Cn1cc(Cl)c(C(=O)Nc2cnn(Cc3ccc(F)cc3)c2)n1 | 0.2% | -2.9 | 1.8 | 19.0% | -12.1% | 2.9%
CC(=O)Nc1ccc(Nc2ccc(S(=O)(=O)C(F)(F)F)cc2[N+](=O)[O-])cc1 | 14.7µM* | -0.4 | 11.6 | ? | 0.1% | 3.6%
CCN1CCN(CC(O)COc2ccc(Cl)cc2)CC1 (stereo unspecified) | 2.6% | -6.3 | -0.6 | / | 2.6% | 7.9%
CC(=O)OC(C)(C)/C=C/C(=O)C(C)(O)C1[C@H](O)C[C@@]2(C)C3CC=C4C(CC[C@@H](O)C4(C)C)[C@]3(CO)C(=O)C[C@]12C (stereo partly specified) | 10.4µM* | -9.0 | -5.7 | 1.65µM* | 10.7% | -24.6%
COc1ccc(C2=NO[C@@H]3C(=O)N(Cc4ccccc4)C(=O)[C@H]23)c(OC)c1 | 21.0% | -4.5 | -1.7 | 33.2%[activator] | 14.2% | -28.7%
C=CCn1c(C(CC)CC)nc2ccccc21 | -6.7% | 16.9 | -0.9 | 22.0% | 1.4% | -0.1%
COC(Cc1n[nH]c(=S)n1-c1ccccc1)OC | 2.1% | -27.4 | -4.6 | 31.3%[activator] | ? | 12.0%
Cc1cccc(OCC(=O)N(Cc2ccco2)C2CCS(=O)(=O)C2)c1 (stereo unspecified) | 21.5% | -3.3 | 0.7 | ? | -3.4% | -19.5%
COc1ccc(/C(O)=C2/C(=O)C(=O)N(CCN(C)C)C2c2cccnc2)cc1OC (stereo unspecified) | 19.4% | 27.0 | -2.1 | 31.7%[activator] | -6.1% | -6.2%
CCn1cc(CN2N=C(C)CC2c2ccccc2)c(C)n1 (stereo unspecified) | 14.9% | -9.9 | -4.3 | ? | 1.8% | 10.3%
CC1(C)CC(=O)C2=C(C1)N1CCCCC1CC2=O (stereo unspecified) | 0.9% | -8.2 | 29.7 | 16.5% | -5.8% | 3.1%
CC(=O)Nc1ccc(SCC(=O)Nc2oc(C)c3c(C)n[nH]c(=O)c23)cc1 | -6.9% | / | / | 9.4% | / | -21.9%
O=C(COc1cccc2ccccc12)Nc1cc(S(=O)(=O)N2CCOCC2)ccc1N1CCOCC1 | 11.7µM* | -9.6 | 7.6 | ? | -15.6% | 13.9%
C(=C\c1ccco1)/c1ccc2ccccc2n1 | 346.3%[activator] | 52.0* | 38.0* | 38.2%[activator] | -20.4% | 7.94µM*
CCOC(=O)C1=C(C)NC(SCC(=O)O)=C(C#N)C1c1ccco1 (stereo unspecified) | 16.3% | -19.6 | -3.4 | 3.5% | 25.5% | -8.7%
COc1ccccc1NC(=O)CC(NC1CCCCC1)C(=O)O (stereo unspecified) | 22.0% | -5.6 | -0.8 | ? | -8.0% | -0.3%
Cc1cc(C)n(-c2ncc3c(n2)N(C)CCOC3=O)n1 | 7.7% | 17.4 | -1.9 | 19.1% | -20.5% | 3.6%
CCc1ccc(NC(=O)CSc2nnnn2C)cc1 | 141.4%[activator] | 78.1* | 56.5* | 15.3% | 10.5% | 7.7%
COc1ccc(C(CNC(=O)C(=O)NC2CCCCC2)N2CCN(C)CC2)cc1 (stereo unspecified) | -26.5% | / | / | 2.1% | / | 6.6%
CCCCCC(C)n1[nH]c(=O)cc1N (stereo unspecified) | -8.3% | -6.1 | 11.7 | / | 2.3% | -12.8%
CCC(C)(C)n1nnnc1C(C(C)C)N(Cc1cccnc1)Cc1ccco1 (stereo unspecified) | ? | -5.2 | -6.0 | 4.5% | 1.5% | /
NC(=O)CSc1ccc(Br)cc1 | 7.4% | -11.0 | -1.5 | ? | 1.5% | -5.2%
CCOc1cc2c(cc1OCC)C(c1ccc(OC)c(OC)c1)N(c1ccc(C(=O)O)cc1)C(=O)C2 (stereo unspecified) | -15.7% | 5.7 | -2.4 | -12.9% | -0.6% | 4.1%
CC1=CC(C)C(C(=O)O)C(C(=O)Nc2cccnc2)C1 (stereo unspecified) | 32.4%[activator] | 5.4 | 7.3 | -29.2% | -2.6% | /
COc1ccc(-c2nnc3n2N=C(c2ccccc2)CS3)cc1OC | 3.5% | -6.0 | -2.4 | -16.7% | 3.0% | -19.7%
O=S(O)OC1CS(=O)(=O)CC1c1ccccc1 (stereo unspecified) | / | -3.3 | -1.8 | 5.1% | -2.1% | 14.5%
O=[N+]([O-])c1ccccc1Oc1ccc(Cl)c2cccnc12 | 8.4% | 31.1 | 3.3 | -17.9% | ? | 1.3%
CC1(C)Cc2nc(Cl)c(C#N)cc2CO1 | 10.8% | 14.3 | -5.6 | 14.2% | 4.1% | /
COc1cccc(NC(=O)CCCCCN2C(=O)[C@@H]3Cc4ccccc4CN3C2=O)c1 | ? | -4.7 | 9.4 | 11.7µM* | / | 5.1%

Part of the list above, with values under each structure:
Fields: Pf growth 48h | Shiga toxin inh | CHX counter | Pf growth 96h | FBPA Giardia inh | Sm TGR inh
> Cc1cc(C)n(-c2ncc3c(n2)N(C)CCOC3=O)n1
→ 7.7% | 17.4 | -1.9 | 19.1% | -20.5% | 3.6%
> CCc1ccc(NC(=O)CSc2nnnn2C)cc1
→ 141.4%[activator] | 78.1* | 56.5* | 15.3% | 10.5% | 7.7%
> COc1ccc(C(CNC(=O)C(=O)NC2CCCCC2)N2CCN(C)CC2)cc1 (stereo unspecified)
→ -26.5% | / | / | 2.1% | / | 6.6%
> CCCCCC(C)n1[nH]c(=O)cc1N (stereo unspecified)
→ -8.3% | -6.1 | 11.7 | / | 2.3% | -12.8%
> CCC(C)(C)n1nnnc1C(C(C)C)N(Cc1cccnc1)Cc1ccco1 (stereo unspecified)
→ ? | -5.2 | -6.0 | 4.5% | 1.5% | /
> NC(=O)CSc1ccc(Br)cc1
→ 7.4% | -11.0 | -1.5 | ? | 1.5% | -5.2%
> CCOc1cc2c(cc1OCC)C(c1ccc(OC)c(OC)c1)N(c1ccc(C(=O)O)cc1)C(=O)C2 (stereo unspecified)
→ -15.7% | 5.7 | -2.4 | -12.9% | -0.6% | 4.1%
> CC1=CC(C)C(C(=O)O)C(C(=O)Nc2cccnc2)C1 (stereo unspecified)
→ 32.4%[activator] | 5.4 | 7.3 | -29.2% | -2.6% | /
> COc1ccc(-c2nnc3n2N=C(c2ccccc2)CS3)cc1OC
→ 3.5% | -6.0 | -2.4 | -16.7% | 3.0% | -19.7%
> O=S(O)OC1CS(=O)(=O)CC1c1ccccc1 (stereo unspecified)
→ / | -3.3 | -1.8 | 5.1% | -2.1% | 14.5%

(listing goes on)
compound | Pf growth 48h | Shiga toxin inh | CHX counter | Pf growth 96h | FBPA Giardia inh | Sm TGR inh
COc1ccc(Cl)cc1NC(=S)Nc1cccc(C)c1 | 1.0% | -2.8 | 1.5 | 0.0% | 0.6% | -1.4%
COc1ccc(S(=O)(=O)NC(CCSC)C(=O)NC2CCCCC2)cc1 (stereo unspecified) | -5.4% | 13.7 | 7.5 | 17.3% | 2.8% | 1.8%
CN1CCN(CCCN2c3ccccc3Sc3ccccc32)CC1 | / | -11.8 | -1.9 | / | -14.9% | /
Oc1ccc(-c2cccc(-c3ccc(O)cc3)n2)cc1 | 15.1% | 67.2* | 38.9* | -10.2% | -1.7% | 2.0%
O=C(CC1C(=O)NCCN1Cc1cccc(Oc2ccccc2)c1)NCCCn1cccn1 (stereo unspecified) | -19.1% | -0.9 | 1.6 | 10.4µM* | -14.1% | ?
O=C(CCc1nnc(Cc2ccc3c(c2)OCO3)o1)N(CC1CCC1)CC1CCCO1 (stereo unspecified) | 0.0% | 2.2 | 9.5 | 0.0% | 4.5% | ?
COc1cccc(C2C3CN(C)CC=C3C(C#N)=C(N)C2(C#N)C#N)c1OC (stereo unspecified) | -14.6% | -2.5 | 1.4 | / | ? | ?
CC1CCN(C(=O)CCN2C(=O)/C(=C/c3cccs3)SC2=S)CC1 | -6.6% | -10.5 | -4.4 | 39.3%[activator] | 2.9% | 4.1%
CCC(C)NC(=O)c1n[nH]c(=O)c2ccccc12 (stereo unspecified) | 22.2% | -9.9 | -4.9 | -13.4% | 1.2% | 2.1%
C=C(C)n1c(=O)[nH]c2ccccc21 | 9.8% | 2.5 | -1.0 | / | -0.8% | 0.0%
CN(C)CCCNc1ncnc2sc(-c3ccccc3)cc12 | ? | -11.2 | -3.0 | ? | ? | -19.4%
CCCc1ccc(OCCNC(=O)c2ccccc2Br)cc1 | -24.5% | 34.3 | 16.2* | -8.4% | 8.7% | 14.4%
O=C(Cn1cc(C(=O)C2CC2)c2ccccc21)Nc1ccccc1Cl | -16.2% | -2.7 | -7.3 | 15.4% | -0.9% | 2.8%
O=C(c1cnc2nc3ccccc3n2c1)c1cc(F)ccc1O | 23.1% | 11.3 | 13.5* | ? | -17.2% | -31.1%
CCC1(C)C(Nc2c(C)cccc2C)=NC(=S)N1c1ccc(NC(C)=O)cc1 (stereo unspecified) | 3.7% | 8.8 | -0.7 | 6.1% | 13.3% | -0.6%
COCc1c(C(=O)OCC(=O)N2CCCC2=O)oc2ccccc12 | -9.6% | / | / | -4.7% | / | -9.1%
O=C(CCC(=O)N1CCN(C(=O)c2ccco2)CC1)c1ccc(F)cc1 | 0.0% | 18.5 | -0.7 | 3.6% | 1.4% | 0.8%
CSCCC(NC(=O)C12CC3CC(CC(C3)C1)C2)C(=O)OCC(=O)c1ccccc1 (stereo unspecified) | 5.0% | -16.5 | -2.7 | 263.8%[activator] | 3.9% | -4.0%
COc1cc(CCC(=O)OCC(=O)Nc2ccccc2OC(F)F)cc(OC)c1OC | 0.8% | -17.7 | -0.7 | 18.4% | -3.4% | 66.5%[activator]
COc1ccc(/C=C(\C#N)c2nc(-c3cc4c(ccc5ccccc54)oc3=O)cs2)cc1O | / | -4.1 | -2.3 | / | / | 3.4%
CCN(C(=O)COC(=O)c1cc(-c2ccccc2)nc2ccc(Br)cc12)C1CCS(=O)(=O)C1 (stereo unspecified) | -3.6% | 13.7 | -0.9 | -1.8% | 0.0% | -3.6%
CN1C[C@@H]2C(c3ccc(Cl)nc3)C3(c4cccnc4)CC2(C3)[C@H]1c1ccccc1 (stereo partly specified) | 10.4µM* | -0.8 | 9.4 | 10.4µM* | 3.9%&0.4% | ?
Clc1ccccc1Cn1nnc2c(N3CCCC3)ncnc21 | ? | -7.0 | -1.7 | 0.1% | 0.8% | 8.2%

Assay outcomes as filed in PubChem BioAssay.

Not a hit list; overall some 24% were active at least once.
